Screens deposited in PubChem BioAssay by National Center for Advancing Translational Sciences (NCATS).
GLA spleen mod – qHTS Assay for Inhibitors and Activators of Human alpha-Galactosidase From Spleen Homogenate; Alpha-galactosidase A (Homo sapiens), P06280; human spleen homogenate, 4MU-alpha-Gal fluorescence, 40 min; hit rate 0.008% among 240,000; Potency, µM (top dose mostly 80 µM), for inactives: at the top dose activity change, negative = inhibition, actives largely listed as inhibitors;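 note: 0% = enzyme with vehicle and -100% = no enzyme basal signal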
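qHTS titration in buffer at pH 5.0. Alpha-galactosidase activity in spleen homogenate was measured via 4-methylumbelliferone release from 1 mM fluorogenic substrate after 40 min at 37C and a pH 10 stop. AC50 came from Hill fits of control-normalized data.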
Tau fibril FP – qHTS for Inhibitors of Tau Fibril Formation, Fluorescence Polarization; Microtubule-associated protein tau (Homo sapiens), P10636; K18 P301L tau heparin fibrillization, Alexa594 FP, 6 h; Potency, µM (titrated, usually from 57.7 µM), inactives show top-dose activity, negative = inhibition, usual class: inhibitors; hit rate 0.39% among 280,000; AID 1468, 2008; note: nearly all actives have a fitted effect of over 55% in size
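Recombinant K18 P301L […], labeled with Alexa 594 at 0.24 uM over 15 uM unlabeled; heparin inducer 20 uM final; 37 C, 6 hr; FP endpoint.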
TRb-SRC2 inh – qHTS for Inhibitors of the Interaction of Thyroid Hormone Receptor and Steroid Receptor Coregulator 2. Potency, µM (highest dose often 106 µM), for inactives: at the highest dose activity change, negative = inhibition, hits mostly inhibitors. AID 1469, 2008. TRbeta-SRC2 peptide binding, fluorescence polarization; receptor liganded with 1 µM T3. Thyroid hormone receptor beta (Homo sapiens), P10828. hit rate 0.065% among 280,000;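 note: plate controls were bound peptide for no effect and peptide without receptor for full effect; nearly all actives have a fitted effect of over 50% in size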
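Human TRb LBD (0.6 uM) plus Texas Red-labeled SRC2 peptide (20 nM), 1uM T3, 5% DMSO, 5 hr at ambient temperature. Decreased polarization (555/632 nm) flags inhibition; data normalized to free and bound peptide controls.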
Tau fluor cs – Counterscreen qHTS for Inhibitors of Tau Fibril Formation, Fluorescence Polarization; tau K18 P301L Alexa594 fluorescence, heparin fibrillization; Potency, µM (top dose mostly 57.7 µM), for inactives: at the top dose activity change, negative = decrease; hit rate 0.93% among 280,000; AID 1463, 2008; note: nearly all actives have a fitted effect of over 55% in size
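Human tau K18 P301L (15 uM unlabeled, 0.24 uM Alexa 594-labeled) in 100 mM sodium acetate pH 7 with 20 uM heparin, 6 hr at 37 C. ThT 30 uM added, 1 hr ambient; Alexa 594 FP and total fluorescence read at 555/632 nm.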
TexasRed fluor – Total Fluorescence Counterscreen for Inhibitors of the Interaction of Thyroid Hormone Receptor and Steroid Receptor Coregulator 2. hit rate 0.29% among 280,000. Potency, µM (top dose mostly 106 µM), for inactives: at the highest dose fluorescence change, negative = quenching. TRb/SRC2 Texas Red total fluorescence interference; active = well fitted curve in either direction with a large enough effect; inconclusive = small, poorly fitted or top-dose-only effect
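Flags fluorescent or light-absorbing compounds by total fluorescence, S + 2P, at 555 nm excitation and 632 nm emission. Mixture: 20 nM Texas Red SRC2 peptide, 0.6 uM human TRb LBD, 1 uM T3, 5% DMSO; compound exposure 5 h at ambient temperature.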
ALDH1A1 block – qHTS Assay for Inhibitors of Aldehyde Dehydrogenase 1 (ALDH1A1); hit rate 7.3% among 220,000; Aldehyde dehydrogenase 1A1 (Homo sapiens), P00352; AID 1030, 2008; Purified ALDH1A1, NADH fluorescence, propionaldehyde substrate; Potency, µM (titrated, usually from 75.3 µM), without a hit: at the highest dose activity, negative = inhibition, actives largely listed as inhibitors; active = well fitted inhibition curve with a large enough effect, not every such curve was filed as active; inconclusive = small, poorly fitted or top-dose-only effect, or another doubt; inactive = no such curve, though single readings can be large or run the other way;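 note: plate controls were no enzyme wells and a reference inhibitor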
L3MBTL1 block – qHTS Assay for the Inhibitors of L3MBTL1; hit rate 0.66% among 230,000; AlphaScreen L3MBTL1–H3K9me1 peptide binding; Lethal(3)malignant brain tumor-like protein 1 (Homo sapiens), Q9Y468; Potency, µM (doses to about 57.1 µM), for inactives: at the highest dose activity, negative = inhibition, usual class: inhibitors; AID 485360, 2010; note: nearly all actives have a fitted effect of over 60% in size
Target sequence (Q9Y468 whole entry, looked up): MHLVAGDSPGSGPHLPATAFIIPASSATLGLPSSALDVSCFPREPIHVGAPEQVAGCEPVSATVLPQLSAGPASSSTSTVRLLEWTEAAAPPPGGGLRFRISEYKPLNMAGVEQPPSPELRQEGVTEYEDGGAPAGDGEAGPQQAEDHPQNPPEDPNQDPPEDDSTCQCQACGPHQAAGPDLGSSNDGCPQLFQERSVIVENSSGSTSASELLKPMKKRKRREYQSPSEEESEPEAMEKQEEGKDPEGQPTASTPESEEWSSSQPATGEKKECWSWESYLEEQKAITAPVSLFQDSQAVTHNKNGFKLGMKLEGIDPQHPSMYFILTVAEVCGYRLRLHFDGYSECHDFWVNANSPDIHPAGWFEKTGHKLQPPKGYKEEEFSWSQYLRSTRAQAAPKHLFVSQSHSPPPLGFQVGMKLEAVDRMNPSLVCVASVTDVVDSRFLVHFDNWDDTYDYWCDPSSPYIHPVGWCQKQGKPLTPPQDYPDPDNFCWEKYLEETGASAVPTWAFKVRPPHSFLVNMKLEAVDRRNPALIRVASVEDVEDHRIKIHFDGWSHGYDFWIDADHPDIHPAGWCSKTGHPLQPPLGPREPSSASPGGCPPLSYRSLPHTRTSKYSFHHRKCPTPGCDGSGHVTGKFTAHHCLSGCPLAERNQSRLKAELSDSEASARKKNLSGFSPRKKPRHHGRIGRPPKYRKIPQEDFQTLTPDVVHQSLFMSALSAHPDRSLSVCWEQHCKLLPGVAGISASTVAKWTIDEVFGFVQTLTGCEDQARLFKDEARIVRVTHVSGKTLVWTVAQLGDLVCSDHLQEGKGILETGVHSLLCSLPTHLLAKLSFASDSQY
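Displacement of a biotinylated histone H3(1-15) peptide monomethylated at Lys9 (75 nM) from L3MBTL1 (50 nM) was measured by AlphaScreen after a 30 min room-temperature compound incubation; cefsulodin titration served as intraplate control.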
Tau fibril ThT – qHTS for Inhibitors of Tau Fibril Formation, Thioflavin T Binding. Potency, µM (series often up to 57.4 µM), for the others: top-dose activity, negative = inhibition, hits mostly inhibitors. Microtubule-associated protein tau (Homo sapiens), P10636. hit rate 2.1% among 270,000. recombinant tau K18 P301L, heparin-induced fibrillization, ThT fluorescence; note: nearly all actives have a fitted effect of over 55% in size
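Using a mix of unlabeled (15 uM) and Alexa 594-labeled (0.24 uM) tau K18 P301L, heparin-triggered fibrillization over 6 hr at 37 C was scored by ThT fluorescence.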
Starred values were filed as active, the others as inactive; ? = inconclusive; nt = not tested or not shown; [ ] = another dose, or the depositor's remark. Unless noted, calls come from the whole dose curve; as a rule, active = well fitted curve in the direction sought with a large enough effect; inconclusive = small, poorly fitted or top-dose-only effect, or another doubt; inactive = no such curve, though single readings can be large; an effect the other way counts as inactive or inconclusive. Unless noted, % is set by controls: 0 for no effect and ±100 for the full control effect; potency is the fitted concentration of half-maximal effect.

SMILES | GLA spleen mod | Tau fibril FP | TRb-SRC2 inh | Tau fluor cs | TexasRed fluor | ALDH1A1 block | L3MBTL1 block | Tau fibril ThT
CCOc1ccccc1NC(=O)C(=O)/C=C(\O)c1cc(OC)ccc1OC | -5% | 3% | -1% | -23% | -1% | -4% | nt | ?
Cc1ccccc1-c1ccc(Nc2ccc(C(=O)N3CCOCC3)cc2)nn1 | -26% | -5% | 7% | -15% | 1% | ? | -5% | ?
Cc1ccccc1Cn1c(=O)n(CCCC(=O)NCc2ccco2)c(=O)c2sccc21 | -7% | 3% | -4% | -6% | 1% | -10% | nt | -2%
COc1ccc(Cn2nnnc2C(C(C)C)N(Cc2ccco2)Cc2cccs2)cc1 (stereo not given) | 3% | -2% | 2% | -17% | 2% | -15% | 1% | -17%
CC1CCCN(c2nc3ccccc3nc2C(C#N)S(=O)(=O)c2ccccc2)C1 (stereo not given) | -4% | -9% | ? | ? | 2% | ? | -6% | ?
COC(=O)CC(NC(=O)Nc1ccc(C)cc1)c1cccc([N+](=O)[O-])c1 (stereo not given) | 6% | -4% | -5% | -6% | -2% | 13% | 2% | -2%
CC(=O)c1cccc(N(C(=O)c2ccccn2)C(C(=O)NC2CCCCC2)c2cccs2)c1 (stereo not given) | 2% | 3% | -2% | -10% | -5% | 11% | 0% | -8%
CCc1nnc(NS(=O)(=O)c2ccc(N=Cc3c(C)[nH]n(-c4ccc(C)cc4)c3=O)cc2)s1 | -11% | 4% | 0% | -3% | -3% | -7% | -3% | ?
CCCCN(C(=O)/C=C/c1ccco1)c1c(N)n(CCC)c(=O)[nH]c1=O | -11% | 4% | -1% | 6% | -4% | -2% | -14% | -3%
Cc1cccc(NC(=S)NNC(=O)Cc2ccccc2)c1 | 2% | 0% | 1% | -4% | -2% | 40µM* | -15% | -4%
CCOC(=O)C1=C(CC)Nc2ccccc2N=C1NC(=O)c1ccc(S(=O)(=O)N2CCOCC2)cc1 | -4% | -8% | 1% | -6% | -5% | 14µM* | 16% | 7%
Cn1c(=O)[nH]c2c(Cl)nccc21 | -2% | -5% | -1% | -9% | 1% | nt | 8% | -7%
CN(CC(=O)NC(=O)NCc1ccco1)Cc1nc2ccccc2c(=O)[nH]1 | -5% | -11% | -3% | 3% | -3% | ? | ? | -13%
Cc1c(NC(=O)CSc2nccn2C)c(=O)n(-c2ccccc2)n1C | -2% | 13% | -11% | 5% | -1% | 0% | nt | -1%
Cc1ccc(C)c(OC(=O)c2cncc(Br)c2)c1 | 1% | -1% | 4% | -4% | 0% | -6% | 24% | -5%
CCCCN(Cc1ccccc1)C(=O)C1CCCN(S(=O)(=O)c2cnc[nH]2)C1 (stereo not given) | -2% | -2% | 0% | -8% | -2% | 14µM* | nt | -8%
O=C(Nc1cc(F)ccc1F)c1cnn2c(C(F)F)cc(-c3ccccc3)nc12 | nt | 0% | -7% | -1% | 5% | nt | nt | -1%
CCn1nc(C)c(/C=N/NC(=S)Nc2ccc(Cl)cc2Cl)c1C | -3% | -13% | 1% | -13% | -3% | -2% | 1% | ?
CC(=O)NCCNC(=O)c1ccc(-n2c(C)ccc2C)cc1 | 0% | -5% | -5% | -6% | -1% | 3% | nt | ?
Oc1ccccc1N1CCN(C(=S)NCc2ccccc2)CC1 | -6% | 6% | -4% | -21% | 0% | -7% | -8% | -17%
Cc1ccccc1Cn1cc(NC(=O)c2nn(C)cc2Cl)cn1 | -1% | 7% | -8% | 7% | -2% | -1% | -17% | 11%
CCOc1cc(NC(=S)NCc2ccco2)c(OCC)cc1NC(=O)CC | -1% | 6% | -4% | -4% | 7% | 12% | -7% | 2%
CC(=O)c1ccc(NC(=O)CSc2ccc3nnc(CCNS(=O)(=O)c4ccc(C)cc4)n3n2)cc1 | nt | 3% | -3% | -14% | -1% | nt | nt | -15%
Cc1nnc(SCc2cc([N+](=O)[O-])cc3c2OCOC3)[nH]c1=O | 10% | 4% | 0% | -4% | -1% | ? | 0% | -12%
CC1=C(C(=O)c2ccccc2)C(c2ccc(OC(F)F)cc2)NC(=S)N1 (stereo not given) | 6% | -7% | 6% | -4% | -1% | 1.1µM* | -29% | 0%
c1cncc(Nc2nc(-c3ccncc3)cs2)c1 | -13% | 13% | -16% | -9% | -3% | 18% | -11% | ?
CCc1ccc(-c2cn3c(n2)sc2cc(C(=O)NCC(C)c4ccccc4)ccc23)cc1 (stereo not given) | nt | 13% | -3% | -4% | -5% | nt | nt | -8%
Cc1ccc(C)c(-c2[nH]c3c(c2-c2c(-n4cccc4)n(C)c(=O)n(C)c2=O)c(=O)n(C)c(=O)n3C)c1 | nt | 2% | -3% | 4% | -17% | nt | nt | -2%
Cc1ccc(SCC(=O)Nc2ccc(N3CCOCC3)cc2)cc1 | -6% | 6% | -4% | -19% | -2% | ? | -11% | ?
O=C(CCCOc1ccc(Cl)cc1)Nc1cccc(C(=O)O)c1 | 6% | 8% | 7%[53 µM] | 0% | 0%[53 µM] | 1% | 6% | -16%
Cc1ccc(-c2nc(Cl)nc3ccccc23)cc1 | -4% | -8% | 0% | -19% | 1% | ? | nt | -17%

Exported as tab-separated lines: 2 of the compounds above
Compound	GLA spleen mod	Tau fibril FP	TRb-SRC2 inh	Tau fluor cs	TexasRed fluor	ALDH1A1 block	L3MBTL1 block	Tau fibril ThT
CCc1ccc(-c2cn3c(n2)sc2cc(C(=O)NCC(C)c4ccccc4)ccc23)cc1 (stereo not given)	nt	13%	-3%	-4%	-5%	nt	nt	-8%
Cc1ccc(C)c(-c2[nH]c3c(c2-c2c(-n4cccc4)n(C)c(=O)n(C)c2=O)c(=O)n(C)c(=O)n3C)c1	nt	2%	-3%	4%	-17%	nt	nt	-2%

Entries above with a halogen:
SMILES | GLA spleen mod | Tau fibril FP | TRb-SRC2 inh | Tau fluor cs | TexasRed fluor | ALDH1A1 block | L3MBTL1 block | Tau fibril ThT
Cn1c(=O)[nH]c2c(Cl)nccc21 | -2% | -5% | -1% | -9% | 1% | nt | 8% | -7%
Cc1ccc(C)c(OC(=O)c2cncc(Br)c2)c1 | 1% | -1% | 4% | -4% | 0% | -6% | 24% | -5%
O=C(Nc1cc(F)ccc1F)c1cnn2c(C(F)F)cc(-c3ccccc3)nc12 | nt | 0% | -7% | -1% | 5% | nt | nt | -1%
CCn1nc(C)c(/C=N/NC(=S)Nc2ccc(Cl)cc2Cl)c1C | -3% | -13% | 1% | -13% | -3% | -2% | 1% | ?
Cc1ccccc1Cn1cc(NC(=O)c2nn(C)cc2Cl)cn1 | -1% | 7% | -8% | 7% | -2% | -1% | -17% | 11%
CC1=C(C(=O)c2ccccc2)C(c2ccc(OC(F)F)cc2)NC(=S)N1 (stereo not given) | 6% | -7% | 6% | -4% | -1% | 1.1µM* | -29% | 0%
O=C(CCCOc1ccc(Cl)cc1)Nc1cccc(C(=O)O)c1 | 6% | 8% | 7%[53 µM] | 0% | 0%[53 µM] | 1% | 6% | -16%
Cc1ccc(-c2nc(Cl)nc3ccccc23)cc1 | -4% | -8% | 0% | -19% | 1% | ? | nt | -17%

No enrichment for hits; about 8.5% have a hit in one of these screens.
